From PubChem BioAssay
PMI act – phosphomannose isomerase (human) activation | activation factor at 20 µM | AID 1214 | purified human PMI, coupled resazurin fluorescence, 20 min; active compounds read high; 1 = vehicle control, 0 substrate-free wells | 190,000 tested, 0.005% active;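 active = activation factor of 2 or more at 20 µM, relative to plate controls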
Target sequence (P34949 whole entry, looked up): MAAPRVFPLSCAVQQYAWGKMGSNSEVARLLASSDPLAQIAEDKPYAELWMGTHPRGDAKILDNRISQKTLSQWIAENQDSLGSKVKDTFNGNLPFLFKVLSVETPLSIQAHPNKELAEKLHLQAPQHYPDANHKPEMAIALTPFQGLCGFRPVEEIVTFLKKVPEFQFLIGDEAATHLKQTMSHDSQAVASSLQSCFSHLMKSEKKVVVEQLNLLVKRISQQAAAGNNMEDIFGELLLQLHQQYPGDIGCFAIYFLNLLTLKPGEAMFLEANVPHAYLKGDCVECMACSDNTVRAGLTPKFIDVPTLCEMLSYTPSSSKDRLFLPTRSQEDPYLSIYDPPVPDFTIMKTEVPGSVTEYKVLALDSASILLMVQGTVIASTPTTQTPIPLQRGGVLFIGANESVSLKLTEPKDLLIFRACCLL
TNAP inh hiacc – TNAP (human) inhibition, high acceptor | P05186 | purified TNAP, CDP-star luminescence, 1 M DEA | inhibition, % at 20 µM | 200,000 tested, 0.03% active;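 active = over 50% inhibition of tissue-nonspecific alkaline phosphatase at 20 µM in the single-dose screen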;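 note: plate controls were DMSO wells for no effect and EDTA-quenched wells as full inhibition for full effect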
G6PDH counter – counter-screen for G6PDH assay hits: L. mesenteroides G6PDH inhibition; 200,000 tested, 0.12% active; inhibition, % at 5 µM; Purified L. mesenteroides G6PDH, diaphorase/resazurin coupled fluorescence, 45 min; in the data active = inhibition above about 50%
TNAP inh no acc – blocks human TNAP activity with no phosphate acceptor present. P05186. inhibition, % at 20 µM. 200,000 tested, 0.26% active. purified TNAP, CDP-star luminescence, 30 min;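 active = tissue-nonspecific alkaline phosphatase inhibition above about 50% at 20 µM in the single-dose screen, limit read from the data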;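 note: 0% = DMSO negative control and 100% = EDTA positive control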
Diaphorase act – activates diaphorase or chemically reduces, flagging diaphorase assay artifacts; activation factor at 20 µM; Diaphorase/resazurin coupled assay, resorufin fluorescence, 16 min; active compounds read high; 1 = vehicle wells, 0 = NADH-free wells; 190,000 tested, 0.005% active;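 active = diaphorase activity raised at least twofold by the compound at 20 µM; inactive = activation factor below 2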
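Test system: Clostridium kluyveri diaphorase, purified enzyme. Buffer or medium: 50 mM HEPES pH 7.4 buffer plus MgCl2 and Tween 20. Also added: 0.114 mM NADH and 0.1 mM resazurin, final amounts. Dosing: compound 20 µM once, DMSO 1%. Schedule: 16 min enzyme reaction, ambient temperature. Detection: fluorescence of resorufin, 544 nm excitation, 590 nm emission.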
TNAP act hiacc – increases human TNAP activity under high phosphate acceptor concentration | activation factor at 20 µM | purified TNAP, CDP-star luminescence, 1 M DEA, 30 min; active compounds read high; 0 = EDTA background, 1 = DMSO-only activity | P05186 | 200,000 tested, under 10 active;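 active = activation factor at least 2 at 20 µM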
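system = human TNAP | amount = enzyme diluted 1/800 final | reagent = 100 µM CDP-star substrate | signal = luminescent substrate turnover signal | dosing = one dose, 20 µM | benchmarks = EDTA negative control, DMSO positive control | measure = activation factor | timing = 30 min reaction, room temperature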
PMI act hi M6P – activators of human phosphomannose isomerase at near-saturating mannose 6-phosphate; AID 1216; 190,000 tested, 0.34% active; activation factor at 20 µM; P34949; coupled PMI enzyme assay, resazurin fluorescence, 20 min; active compounds read high; 1 = untreated enzyme, 0 = substrate-free blank;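 active = activation factor of 2 or more at 20 µM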
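Test system: human phosphomannose isomerase with PGI, G6PDH, diaphorase coupling enzymes; Amount: PMI at 15 ng/mL final; Reagent: Mannose-6-phosphate 1.0 mM (near-saturating) plus 0.22 mM NADP+; Timing: 20 min, room temperature; Technique: resorufin fluorescence at Ex 544/Em 590 nm; Dosing: 20 µM single dose.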
Diaph inh CS – counter-screen for diaphorase-based assays: diaphorase inhibitors and chemical oxidizers; diaphorase resazurin-to-resorufin fluorescence, NADH, 16 min; bacterial (C. kluyveri) enzyme, not human; inhibition, % at 20 µM; 190,000 tested, 0.69% active; AID 1217;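 active = primary screen inhibition at 20 µM above a set limit, cut at about 50% in these data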;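 note: plate controls were DMSO with full reaction for no effect and wells lacking NADH for full effect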
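Test system: bacterial diaphorase enzyme (C. kluyveri); Quantity: 0.14 U/mL diaphorase, enzyme working solution; Times: reaction incubation of 16 min at room temperature; Measured by: fluorescence of resorufin formed from resazurin, Ex 544/Em 590 nm; Benchmarks: positive control minus NADH, DMSO neutral control.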
FLuc act counter – firefly luciferase counter-screen for stimulation assays; P08659; activation factor at 10 µM; 200,000 tested, under 10 active; AID 1027; ATPlite luciferase biochemical, luminescence, 10 min; 0 = ATP-free wells, 1 = DMSO control;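 active = luciferase activation factor, scaled between plate controls, of at least 2 with compound at 10 µM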
Target sequence (P08659 whole entry, looked up): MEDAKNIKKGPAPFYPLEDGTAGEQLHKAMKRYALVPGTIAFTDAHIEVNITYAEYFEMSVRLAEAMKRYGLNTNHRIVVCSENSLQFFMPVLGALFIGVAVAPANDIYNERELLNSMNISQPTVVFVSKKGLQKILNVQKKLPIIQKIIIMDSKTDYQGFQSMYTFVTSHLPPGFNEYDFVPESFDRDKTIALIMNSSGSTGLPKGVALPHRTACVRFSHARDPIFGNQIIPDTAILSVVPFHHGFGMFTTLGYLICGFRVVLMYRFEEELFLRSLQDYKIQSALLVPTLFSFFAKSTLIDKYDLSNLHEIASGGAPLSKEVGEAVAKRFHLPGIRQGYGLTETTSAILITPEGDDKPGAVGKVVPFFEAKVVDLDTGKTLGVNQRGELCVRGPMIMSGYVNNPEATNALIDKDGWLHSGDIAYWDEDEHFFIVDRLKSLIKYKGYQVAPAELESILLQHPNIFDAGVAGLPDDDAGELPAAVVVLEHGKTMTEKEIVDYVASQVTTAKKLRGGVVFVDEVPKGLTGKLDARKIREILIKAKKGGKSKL
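Material: Luciferase/luciferin reagent mix | Doses: Test compounds dosed from 2 mM stocks in 100% DMSO | Timing: 10 min incubation after luciferase reagent addition, room temperature | Measured by: Luminescence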
Efa HMGR inh – blocks class II HMG-CoA reductase of Enterococcus faecalis; purified E. faecalis HMGR, NADPH absorbance 340 nm kinetic; inhibition, % at 10 µM; 190,000 tested, 0.41% active; AID 1066;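 active = inhibition above a set limit, the median over all tested compounds plus 3 SD, cut at about 9.5% in these data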;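 note: enzyme runs in reverse so mevalonate oxidation gives rising NADPH absorbance; 0% = complete reaction with DMSO and 100% = background rate lacking mevalonate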
* hit, by the source's call. Rows are unselected (roughly 1.7% active in at least one column).

SMILES	PMI act	TNAP inh hiacc	G6PDH counter	TNAP inh no acc	Diaphorase act	TNAP act hiacc	PMI act hi M6P	Diaph inh CS	FLuc act counter	Efa HMGR inh
O=C(/C=C/C=C/c1ccccc1)CC1(O)C(=O)N(CCc2ccccc2)c2ccccc21 (stereo unspecified)	0.7	-6	1	-8	0.7	1.1	0.8	28	1	2
Cc1ccc(-c2nnc(SCC(=O)OC(C)C)n2N)cc1	0.9	-4	0	-9	0.9	1	1	6	1.1	-2
Cc1oc(-c2cccc(F)c2)nc1CN(Cc1ccccc1)C[C@@H]1CCC(=O)N1	0.9	6	8	-6	1	0.9	0.9	0	1.1	3
OCCC1CN(Cc2cccc3c2OCO3)CCN1Cc1ccccc1 (stereo unspecified)	0.8	-6	17	-4	0.7	1.1	0.9	31	1	-1
CC(=O)c1cn(CCCCCCCCCCn2cc(C(C)=O)c(=O)[nH]c2=O)c(=O)[nH]c1=O	0.9	-4	9	1	0.9	1	0.9	14	1.1	5
Cn1cc(CNCc2cnc3ccccn23)c(-c2ccc(Oc3ccccc3)cc2)n1	1	39	4	74*	0.9	0.6	1	9	1.1	8
O=S(=O)(/C=C/c1ccccc1)N1CCN(Cc2ccccc2)CC1	1	0	2	-10	1	1	1	3	1.1	-12
COc1ccc(Cn2ccnc2)cc1Br	1	-2	28	-9	1	1	1.1	1	1	-2
O=C(Cc1cccc2ccccc12)Nc1nc2ccccc2[nH]1	0.8	-1	1	-6	0.9	1	0.9	6	1	-4
CCn1c(SCC(=O)N(C)C2CCS(=O)(=O)C2)nnc1-c1ccccc1 (stereo unspecified)	1	-2	3	-2	0.9	1	1	12	1	0
O=C(O)CCC(=O)N1CCc2cc(S(=O)(=O)NCc3cccs3)ccc21	1	-4	6	-5	1	1	1	-4	1	-1
COc1cccc(-c2nc3ccccc3s2)c1O	0.9	-2	15	-8	0.9	1	0.8	14	0.1	0
CC(Cn1nnc2ccccc21)C(=O)O (stereo unspecified)	0.9	0	10	-5	0.8	1	0.9	20	1.1	-4
Cc1ncc([N+](=O)[O-])n1CC(=O)Nc1ccccc1	1.2	-8	12	-13	1.2	1.1	1.1	-20	1	-2
O=c1c2cc(NC(=S)N3CCCC3)ccc2nc2n1CCCCC2	1.1	-2	2	-11	1	1	1.1	4	1.1	5
CCC(=O)N1CCN(c2ccc(NC(=O)c3cc4ccccc4o3)cc2)CC1	1.1	-6	-4	-5	1	1.1	1	2	1.1	-2
Cc1cc(O)c(C(C)C)cc1NC(=O)c1cccc(Cl)c1	1	-8	0	-13	0.9	1.1	1	14	1.1	0
COc1ccc(CNC(=O)COC(=O)c2n[nH]c3ccccc23)cc1OC	1.2	1	4	43	0.9	1	1.2	6	1	2
CCOC(=O)c1cc(C)n(S(=O)(=O)c2ccc(C)cc2)c1C	1	-3	3	-4	1	1	1	2	1	-2
CCOC(=O)Cc1csc(NS(=O)(=O)c2ccc3ccccc3c2)n1	0.9	-5	23	-6	1	1.1	1	1	1	-2
CCOC(=O)c1c(-c2ccco2)csc1NC(=O)CSc1nnc(N)s1	0.8	-2	5	-5	0.9	1	0.9	6	1.1	1
Cc1onc(-c2ccccc2)c1C(=O)Nc1sc2c(c1C#N)CCC2	1	-1	-43	-15	0.8	1	1.2	16	1	-1
CCC(=O)Nc1ccc(C(=O)Nc2ccc(Br)cc2F)cc1	0.9	-2	12	-8	0.9	1	0.9	8	1.1	-3
Clc1ccc(-c2nc(Cc3ccccc3)no2)cc1	0.9	1	-1	-13	0.9	1	1	13	0.9	0
COc1ccc2nc(/C(C#N)=C\c3ccc(C(=O)O)cc3)[nH]c2c1	1	9	5	-1	1	0.9	0.8	1	0.8	-1
COC(=O)C(NC(=O)C(CC(C)C)NC(=O)C1CCC(C)CC1)C(C)C (stereo unspecified)	1	-3	-6	-10	1	1	1	4	1.1	0
COc1ccccc1CNC(=O)C1CCN(S(=O)(=O)c2c(C)noc2C)CC1	1	-2	5	-3	0.8	1	0.9	18	1.1	0
CC(c1ccco1)N(C(=O)COc1ccccc1[N+](=O)[O-])c1ccccn1 (stereo unspecified)	1	-8	-6	-13	0.9	1.1	1.1	8	1.1	0
O=C(CCCc1ccccc1)Nc1nnc(C(F)(F)F)s1	0.9	-3	4	-5	0.8	1	0.9	16	1.1	0
O=S(=O)(c1ccc(F)cc1)N1CCN(C(=S)NC2CCCC2)CC1	1	-3	18	-7	0.8	1	1	17	1.1	-2

10 entries from above, with bars between the fields:
SMILES | PMI act | TNAP inh hiacc | G6PDH counter | TNAP inh no acc | Diaphorase act | TNAP act hiacc | PMI act hi M6P | Diaph inh CS | FLuc act counter | Efa HMGR inh
COc1cccc(-c2nc3ccccc3s2)c1O | 0.9 | -2 | 15 | -8 | 0.9 | 1 | 0.8 | 14 | 0.1 | 0
CC(Cn1nnc2ccccc21)C(=O)O (stereo unspecified) | 0.9 | 0 | 10 | -5 | 0.8 | 1 | 0.9 | 20 | 1.1 | -4
Cc1ncc([N+](=O)[O-])n1CC(=O)Nc1ccccc1 | 1.2 | -8 | 12 | -13 | 1.2 | 1.1 | 1.1 | -20 | 1 | -2
O=c1c2cc(NC(=S)N3CCCC3)ccc2nc2n1CCCCC2 | 1.1 | -2 | 2 | -11 | 1 | 1 | 1.1 | 4 | 1.1 | 5
CCC(=O)N1CCN(c2ccc(NC(=O)c3cc4ccccc4o3)cc2)CC1 | 1.1 | -6 | -4 | -5 | 1 | 1.1 | 1 | 2 | 1.1 | -2
Cc1cc(O)c(C(C)C)cc1NC(=O)c1cccc(Cl)c1 | 1 | -8 | 0 | -13 | 0.9 | 1.1 | 1 | 14 | 1.1 | 0
COc1ccc(CNC(=O)COC(=O)c2n[nH]c3ccccc23)cc1OC | 1.2 | 1 | 4 | 43 | 0.9 | 1 | 1.2 | 6 | 1 | 2
CCOC(=O)c1cc(C)n(S(=O)(=O)c2ccc(C)cc2)c1C | 1 | -3 | 3 | -4 | 1 | 1 | 1 | 2 | 1 | -2
CCOC(=O)Cc1csc(NS(=O)(=O)c2ccc3ccccc3c2)n1 | 0.9 | -5 | 23 | -6 | 1 | 1.1 | 1 | 1 | 1 | -2
CCOC(=O)c1c(-c2ccco2)csc1NC(=O)CSc1nnc(N)s1 | 0.8 | -2 | 5 | -5 | 0.9 | 1 | 0.9 | 6 | 1.1 | 1

Additional results follow:
SMILES	PMI act	TNAP inh hiacc	G6PDH counter	TNAP inh no acc	Diaphorase act	TNAP act hiacc	PMI act hi M6P	Diaph inh CS	FLuc act counter	Efa HMGR inh
Cc1ccc(S(N)(=O)=O)c(C)c1-n1cnnn1	1	5	0	-10	1	0.9	1	4	1.1	-8
CNC(=O)Nc1cccc(C(F)(F)F)c1	1	-3	1	-8	0.9	1	1	14	1.1	0
Cc1ccc(OCCCn2cc(C#N)c3ccccc32)cc1	0.9	0	1	-6	0.9	1	0.9	11	1.1	-7
COc1ccccc1CNC(=O)c1ccc(-c2ccccc2)cc1	0.9	-2	-14	-14	0.9	1	1	9	1.1	-5
CCCCc1nc(SCC(=O)Nc2ccc(S(N)(=O)=O)cc2)n[nH]1	1	-1	-1	60*	0.8	1	1	15	1.1	0
O=S(=O)(c1ccc(Oc2ccc(Cl)cc2)c(S(=O)(=O)N2CCCCC2)c1)N1CCCCC1	1	-6	3	-4	0.8	1.1	0.9	21	1.1	-8
CNC(=S)NNC(=O)c1ccc(=O)n(Cc2ccc(Cl)cc2Cl)c1	1.1	-2	13	-110	1.1	1	1	-6	1	0
Cc1cccc(NC(=O)c2ccc(S(=O)(=O)N(C)C)cc2)c1	1	0	13	-8	0.9	1	0.9	7	0.9	3
O=C(Nc1cccnc1)c1cc(-c2cccs2)on1	1	0	5	-8	1	1	1	4	0.6	-9
COc1ccc(NC(=O)c2ccc3nccnc3c2)cc1	1.1	-3	2	-3	1	1	1.1	-4	0.6	-4
CCOc1ccc(-c2nnn(CC(=O)NCc3ccc4c(c3)OCO4)n2)cc1	1	-9	7	-17	0.9	1.1	0.9	5	1.1	-2
[O-][n+]1c2c(nn1-c1ccccc1)/C(=N/O)CCC2	1	-7	2	-10	0.9	1.1	1	9	1	-3
CCOc1ccc2nc(NC(=O)CS(=O)(=O)c3ccc(C)cc3)sc2c1	1	-2	1	-18	0.9	1	1.1	7	0.9	0
COc1ccccc1CP(=O)(c1ccccc1)c1ccccc1	0.9	-3	2	-12	0.9	1	1	7	1	0
Cc1ccccc1CSc1nnc(-c2ccccc2)c(=O)[nH]1	0.9	2	6	-4	0.9	1	1	9	1	-2
CCC(C)N(C(=O)COC(=O)C1C(C(=O)OC)=C(C)NC(C)=C1C(=O)OC)C1CCS(=O)(=O)C1 (stereo unspecified)	1	-4	4	-11	0.9	1	1	14	1	4
N#CC(C(=O)Nc1cccc(Cl)c1)=C1Nc2ccccc2N1	0.9	-3	-7	-12	1	1	1	4	1.1	-4
CC(C)c1cc(C(=O)N/N=C/C=C/c2ccccc2)n[nH]1	0.8	-3	-29	-80	0.7	1	0.8	33	1	2
O=C(O)c1ccc2c(c1)C(=O)N(CCC1=CCCCC1)C2=O	0.9	2	-3	-7	0.9	1	1	8	1	-5
Cc1nccn1CCc1n[nH]c(=S)n1Cc1ccccc1	1	0	6	24	1	1	1	4	1.1	4
COc1cc(NC(=O)c2cc(C)nc3ccccc23)cc(OC)c1	0.9	-4	6	-9	0.9	1	1	7	1	0
O=C(Nc1ccccc1N1CCCCC1)c1ccc(F)cc1	0.9	5	-4	-5	1	1	1	4	1.1	1
N#C/C(C(=O)NCc1ccco1)=C1/SC(Cc2ccc(Cl)cc2)C(=O)N1c1ccccc1 (stereo unspecified)	1	-2	5	-6	0.9	1	1.1	14	1	-1
Cc1scc(C(=O)N2CCN(S(C)(=O)=O)CC2)c1-c1ccccc1	0.9	-4	-1	-14	0.9	1	1	13	1.1	-1
Cc1nc(N2CCC(C(N)=O)CC2)c2c(-c3cccs3)csc2n1	1.1	2	4	-16	0.9	1	1.1	9	1	3
COc1ccccc1C(=O)NC(=S)/C=C1/N(C)c2ccccc2C1(C)C	0.9	18	8	32	0.8	0.8	1.1	19	1	5
O=C(Nc1ccc(Cl)c(S(=O)(=O)N2CCOCC2)c1)c1cn2ccccc2n1	1	-7	7	-10	0.8	1.1	1	18	1.1	-4
